# Source: PubChem BioAssay (The Scripps Research Institute Molecular Screening Center)
# CHRM1 antagonist – human M1 muscarinic receptor antagonists, primary screen, CHO-K1 cells, Fluo-8 calcium fluorescence, 1536-well; Muscarinic acetylcholine receptor M1 (Homo sapiens), P11229; CHO-K1 hM1, ACh EC80 antagonist; AID 588852, 2011; 360,000 compounds, 1.3% hits; inhibition, % at 3 µM;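 active = percent inhibition above its own plate's cutoff, namely the mean of that plate's compound wells plus 3 SD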;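 note: peak over basal fluorescence ratio during 140 s after agonist addition; 0% = ACh EC80 plus DMSO and 100% = DMSO alone without agonist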
# Target sequence (P11229 whole entry, looked up): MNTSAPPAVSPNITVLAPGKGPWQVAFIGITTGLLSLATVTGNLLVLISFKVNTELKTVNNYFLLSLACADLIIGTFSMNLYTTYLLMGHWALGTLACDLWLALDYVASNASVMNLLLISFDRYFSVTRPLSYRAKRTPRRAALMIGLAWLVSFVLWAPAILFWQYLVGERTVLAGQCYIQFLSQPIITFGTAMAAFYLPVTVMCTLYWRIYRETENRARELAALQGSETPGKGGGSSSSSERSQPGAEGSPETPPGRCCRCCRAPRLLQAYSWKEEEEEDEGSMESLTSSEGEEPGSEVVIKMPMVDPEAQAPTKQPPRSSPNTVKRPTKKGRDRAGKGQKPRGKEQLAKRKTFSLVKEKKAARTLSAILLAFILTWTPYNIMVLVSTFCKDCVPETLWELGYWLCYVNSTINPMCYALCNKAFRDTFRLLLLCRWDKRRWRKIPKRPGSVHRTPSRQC
# M1 PAM – human M1 muscarinic receptor positive allosteric modulators, primary screen, CHO-K1 cells, Fluo-8 calcium fluorescence, 1536-well; 360,000 compounds, 0.088% hits; AID 588819, 2011; CHO-K1 hM1, ACh EC20; 0% = ACh EC20, 100% = maximal ACh; activation, % at 3 µM; in the data active = activation above about 19%, passing the limit was not always enough
# CHRM5 PAM – human M5 muscarinic receptor positive allosteric modulators, primary screen, CHO-K1 cells, Fluo-8 calcium fluorescence | Muscarinic acetylcholine receptor M5 (Homo sapiens), P08912 | CHO-K1 hM5, ACh EC20 PAM; 0% = ACh EC20, 100% = ACh EC100 | activation, % at 3 µM | 360,000 compounds, 0.3% hits;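 active = activation above the run cutoff, the mean activation of all test compounds plus 3 SD, cut at about 18% in these data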
#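 Test system: CHO-K1 hM5 cells / Doses: single-point, 3 µM nominal / Times: Post-acetylcholine fluorescence recording 140 s / Technique: Fluo-8 calcium fluorescence / Measure: Max/basal fluorescence ratio as % of EC20–EC100 ACh window / Benchmarks: low control EC20 acetylcholine (0%), high control EC100 acetylcholine (100%) / Replicates: one well per compound, no replicates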
# M5 antag – human M5 muscarinic receptor antagonists, primary screen, CHO cells, Fluo-8 calcium fluorescence. CHO-hM5 cells, ACh EC80. inhibition, % at 3 µM. 360,000 compounds, 0.59% hits;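 active = inhibition above a per-plate cutoff, the mean of that plate's test compounds plus 3 SD, cut at about 27% in these data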;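 note: 0% = acetylcholine EC80 with DMSO and 100% = DMSO without agonist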
# CHRM1 agonist – human M1 muscarinic receptor agonists, primary screen, Fluo-8 calcium fluorescence, CHO-K1 cells, HTS; activation, % at 3 µM; 360,000 compounds, 0.33% hits; CHO-K1 hM1, agonist mode; 0% DMSO, 100% acetylcholine EC100; AID 588814, 2011;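 active = activation above the run's mean compound activation plus 3 SD, cut at about 16% in these data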;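 note: peak over basal fluorescence ratio within a 140 s kinetic read after compound addition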
# CHRM4 antagonist – human M4 muscarinic receptor antagonists, primary screen, CHO cells, Fluo-8 calcium fluorescence. AID 624125, 2012. 360,000 compounds, 0.73% hits. inhibition, % at 3 µM. CHO-hM4 cells, ACh EC80. Muscarinic acetylcholine receptor M4 (Homo sapiens), P08173;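 active = inhibition above its plate's cutoff, the mean inhibition of sample wells plus 3 SD, cut at about 27% in these data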;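 note: 0% = acetylcholine EC80 with DMSO and 100% = DMSO without agonist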
# Target sequence (P08173 whole entry, looked up): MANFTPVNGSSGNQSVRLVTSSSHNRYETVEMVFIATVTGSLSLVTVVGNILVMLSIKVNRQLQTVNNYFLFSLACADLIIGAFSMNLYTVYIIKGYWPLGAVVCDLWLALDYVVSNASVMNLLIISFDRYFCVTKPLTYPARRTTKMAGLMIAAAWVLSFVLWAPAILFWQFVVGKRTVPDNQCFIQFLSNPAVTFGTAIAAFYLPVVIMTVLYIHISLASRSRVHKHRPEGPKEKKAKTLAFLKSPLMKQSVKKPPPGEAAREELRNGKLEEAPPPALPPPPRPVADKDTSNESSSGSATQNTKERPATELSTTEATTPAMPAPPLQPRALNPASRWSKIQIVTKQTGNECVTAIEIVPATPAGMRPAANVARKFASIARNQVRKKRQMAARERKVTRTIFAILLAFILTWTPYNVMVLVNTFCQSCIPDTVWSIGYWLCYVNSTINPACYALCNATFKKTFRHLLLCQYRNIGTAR
# CHRM5 agonist – human M5 muscarinic receptor agonists, primary screen, CHO-K1 cells, Fluo-8 calcium fluorescence. AID 624037, 2012. Muscarinic acetylcholine receptor M5 (Homo sapiens), P08912. activation, % at 3 µM. CHO-K1 hM5 cells; 0% DMSO wells, 100% maximal acetylcholine response. 360,000 compounds, 0.19% hits;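 active = activation above the run's mean over test compounds plus 3 SD, cut at about 23% in these data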;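 note: signal is peak over basal fluorescence ratio across the kinetic read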
# TAAR1 agonist – human TAAR1 agonists, primary screen, Fluo-8 calcium fluorescence, CHO RD-HGA16 cells; Trace amine-associated receptor 1 (Homo sapiens), Q96RJ0; vehicle wells 0%, saturating PEA agonist 100%; activation, % at 3 µM; 360,000 compounds, 0.99% hits; AID 624467, 2012;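 active = activation above the mean activation of all test compounds in the run plus 3 SD, cut at about 38% in these data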
#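 Repeats: no replicates (n 1) | Material: CHO-derived RD-HGA16 cells with stable Gα16 and human TAAR1 | Technique: Kinetic Fluo-8 calcium fluorescence | Schedule: 17-24 h seeding, 75 min 37 °C dye, 30 min RT | Evaluation: % activation from peak over basal fluorescence ratio, DMSO-to-PEA scaled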
# M4 ag – human M4 muscarinic receptor agonists, primary screen, CHO-K1 cells, Fluo-8 calcium fluorescence | CHO-K1 hM4/Gqi5; vehicle 0%, full acetylcholine response 100% | Muscarinic acetylcholine receptor M4 (Homo sapiens), P08173 | activation, % at 3 µM | 360,000 compounds, 0.14% hits;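 active = activation above the run mean over all test wells plus 3 SD, cut at about 32% in these data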;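 note: peak over basal fluorescence ratio per well then scaled between controls; 0% = DMSO wells and 100% = acetylcholine at EC100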
# * marks the source's active call; other numbers are inactive results; . = no result given. Not all compounds are listed (hit frequency here may not be typical).
SMILES,CHRM1 antagonist,M1 PAM,CHRM5 PAM,M5 antag,CHRM1 agonist,CHRM4 antagonist,CHRM5 agonist,TAAR1 agonist,M4 ag
Cc1cccc(N2CCN(C(=O)CCn3c(=O)[nH]c4ccsc4c3=O)CC2C)c1 (centres undefined),14,-10,-11,16,-2,6,3,12,24
CCc1ccc(-c2cc3c(=O)n(CC(=O)NCCCN4CCN(CC)CC4)nc(C)n3n2)cc1,21,-10,-2,-5,-5,4,-10,4,0
COc1ccc(-c2nnc3ccc(SCC(=O)N4CCCC4)nn23)cc1,-16,9,-6,2,-8,-7,2,1,3
CCNC(=O)C1CCCN1C(=O)C(CCCN=C(N)N)NC(=O)C(CC(C)C)NC(=O)C(Cc1cn(Cc2ccccc2)cn1)NC(=O)C(Cc1ccc(O)cc1)NC(=O)C(CO)NC(=O)C(Cc1c[nH]c2ccccc12)NC(=O)C(Cc1cnc[nH]1)NC(=O)C1CCC(=O)N1 (centres undefined),-44,21,2,-11,7,-14,0,.,0
CN(Cc1ccccc1)C(=O)COC(=O)CNS(=O)(=O)c1ccc2ccccc2c1,-3,10,1,-3,-1,2,1,1,4
COc1cc(C2C3C(=O)N(Cc4ccccc4)C(=O)C3ON2c2ccccc2)cc(OC)c1OC (centres undefined),-12,2,-4,-13,-2,-8,-2,6,3
COc1ccc(CNC(=O)C2COc3ccccc3O2)cc1 (centres undefined),-8,8,2,4,-5,-5,-8,1,1
Cc1ccc(OCC(=O)c2cc(C)n(-c3cc(C)on3)c2C)c([N+](=O)[O-])n1,-10,6,-13,0,0,-22,0,1,4
CCOc1ccccc1NC(=O)c1csc(C)c1C,-7,0,0,11,-5,-13,-4,6,0
COc1ccc(N2CCN(C3CCCN(Cc4cccc(C(C)=O)c4)C3)CC2)cc1 (centres undefined),-26,14,16,-13,-9,4,-2,-1,1
CCC(C(=O)N/N=C/c1cccnc1)c1ccccc1 (centres undefined),3,1,-1,-6,-3,-2,-5,2,2
Cc1ccc(NC(=O)C2CCN(S(=O)(=O)c3ccc4c(c3)NC(=O)CO4)CC2)cc1,-15,13,-2,8,-2,-4,-7,-1,2
COCCNC(=O)Cc1cn(C)c2ccccc12,-9,5,3,-3,-3,5,-1,3,0
COc1ccc(C(CNC(=O)c2cc3ccccc3o2)N2CCCC2)cc1 (centres undefined),1,1,-6,11,-7,-1,-4,3,2
CC1CN(C(=O)CSc2nnc(NC(=O)NC(C)(C)C)s2)CC(C)O1 (centres undefined),-8,3,4,-5,-2,9,-4,0,1

# One compound at a time, as listed above. Values in the order: CHRM1 antagonist | M1 PAM | CHRM5 PAM | M5 antag | CHRM1 agonist | CHRM4 antagonist | CHRM5 agonist | TAAR1 agonist | M4 ag
# Shown for CC1CN(C(=O)CSc2nnc(NC(=O)NC(C)(C)C)s2)CC(C)O1 (centres undefined) = -8 | 3 | 4 | -5 | -2 | 9 | -4 | 0 | 1
# Shown for COc1ccc(-c2nnc3ccc(SCC(=O)N4CCCC4)nn23)cc1 = -16 | 9 | -6 | 2 | -8 | -7 | 2 | 1 | 3

# Next entries.
SMILES,CHRM1 antagonist,M1 PAM,CHRM5 PAM,M5 antag,CHRM1 agonist,CHRM4 antagonist,CHRM5 agonist,TAAR1 agonist,M4 ag
O=[N+]([O-])c1cccc(-c2cc(-c3cc(Br)ccc3O)[nH]n2)c1,-11,14,0,3,-4,12,1,34,10
COC(=O)CNC(=O)C1CCCN1C(=O)CNC(=O)OCc1ccccc1 (centres undefined),-6,4,2,-3,-3,1,-1,5,0
CCC(C)C(NC(=O)c1ccccc1NC(=O)c1ccc(C)cc1)C(=O)O (centres undefined),-1,8,-1,2,-6,7,-2,1,1
CCC(NC(=O)c1ccccc1NC(=O)c1ccco1)C(=O)O (centres undefined),-6,7,4,-12,-1,7,-1,7,0
CCC(=O)N1CCN(c2ccc(NC(=O)c3c(F)c(F)c(OC)c(F)c3F)cc2)CC1,-7,4,-1,2,-1,0,1,3,2
CCN1CCN(C(=O)Nc2cccc(C(F)(F)F)c2)CC1,-3,3,-5,-3,-6,-4,0,7,1
COc1ccc(S(=O)(=O)NCc2ccc3c(c2)OCO3)cc1C,-20,4,-2,4,-2,5,1,10,2
CN1CCc2c(sc3nc(SCC(=O)N4CCOCC4)n(-c4ccc(Cl)cc4)c(=O)c23)C1,-6,6,0,2,-4,10,-7,5,0
CN1CCN(c2ccc(Cl)cc2NC(=O)CN2C(=O)NC(C)(c3ccccc3)C2=O)CC1 (centres undefined),-7,5,-6,-4,-4,-24,-4,1,2
CN(CCOC(=O)c1ccco1)Cc1ccccc1,-6,3,5,14,-3,3,-2,1,0
O=C(NCc1ccccc1)C1=C[C@@H](C2CCCCC2)C[C@@H](OCCCCO)O1,5,0,3,4,-8,-3,-1,1,0
CCN(CC)C1=NC=CC(c2ccccc2)=CC1C (centres undefined),30,-20,-12,8,-10,39*,-7,0,2
COn1c(-c2ccccc2)nc2c1CCc1c-2no[n+]1[O-],-8,3,0,9,-4,-2,1,11,0
O=C(CCc1ccccc1)NNC(=O)c1ccccc1Cl,-8,3,0,15,-3,6,-2,-1,0
O=C(COc1ccc2c(-c3ccccc3)cc(=O)oc2c1)NCC1CCC(C(=O)O)CC1 (centres undefined),15,-9,6,-2,-4,-1,5,3,0
COC(=O)c1ccc(S(=O)(=O)NCc2cccc(OC)c2)n1C,8,-3,-3,-12,-3,-8,-1,5,2
Cc1cc(N2CCN(c3nc4ccccc4s3)CC2)n2ncnc2n1,18,-11,-17,19,0,13,8,10,14
CCOC(=O)C1CCN(C(=O)COC(=O)c2oc3ccccc3c2C)CC1,-8,1,2,-1,-2,3,4,7,0
CCn1c(SCC(=O)Nc2ccc(OC)c(S(=O)(=O)N3CCCCC3)c2)nnc1C1CC1,-18,17,-2,6,-1,-4,3,0,1
CC(=O)c1c(N2CCN(Cc3ccccc3)CC2)[nH]c(-c2ccccc2)nc1=S,-5,4,4,-6,-7,6,-2,3,1
CCCCOc1ccc(NC(=O)CCSc2nccn2C)cc1,3,-1,-3,0,-6,2,-9,-2,1
CCC(c1nnc(SCC(=O)Nc2ccc(C(N)=O)cc2)n1Cc1ccccc1)N(C)C (centres undefined),3,1,-4,5,-4,-4,-2,2,3
O=C(Nc1ccc(Cl)cc1)Nc1ccc(N2CCC(C(F)(F)F)CC2)nc1,-3,13,2,-5,10,0,3,3,3
O=C(OCCN1CCCC1=O)c1cc(F)c(F)c(F)c1F,-6,9,2,-1,-3,11,-1,0,0
CCOC(=O)c1cn(Cc2cccc(Cl)c2)nn1,0,3,3,-5,-5,-11,1,1,1
CCOc1ccccc1Nc1nc(N)nc(CN2CCCCC2C)n1 (centres undefined),-3,4,-1,8,-8,-4,-14,0,2
Cc1cccc(-c2nnc(SCC(=O)NC3CCCC3)o2)c1,-11,9,1,6,2,5,-2,0,3
CCN1CCN(c2nc(-c3cccnc3)nc3ccccc23)CC1,3,9,-7,13,4,-1,1,-2,0
COc1ccc(NS(=O)(=O)c2ccc(NC(=O)c3ccccc3Br)cc2)nn1,9,2,3,4,-2,4,1,2,2
CCOC(=O)N1CCN(S(=O)(=O)c2ccc(C(=O)Nc3ccc(F)cc3F)cc2)CC1,6,-9,-1,-7,-2,1,3,8,1
COc1ccc(CSc2nnc(-c3ccncc3)n2N)cc1,1,-2,-4,2,-2,3,-2,0,1
Cc1cc(/C=N/NC(N)=S)c(C)n1-c1ccc(Br)cc1,3,2,0,11,-5,6,-4,2,-1
COc1ccc(C2CCc3cc4c(cc3C2=NO)OCO4)cc1OC (centres undefined),-3,2,-12,8,-1,3,5,2,16
CCCC/C=C/C(NC(=O)c1ccc(-c2ccccc2)cc1)c1ccccc1 (centres undefined),3,-3,10,3,-4,-1,2,0,0
Cc1ccc(S(=O)(=O)NNC(=O)c2ccncc2)cc1[N+](=O)[O-],-3,1,-2,9,-3,7,-4,0,0
O=C(CN1CCN(c2ccc(F)cc2)CC1)Nc1cccnc1Cl,-3,3,2,-2,-7,3,-1,3,1
CCn1c(=O)c2sccc2n(CC(=O)NCCC2=CCCCC2)c1=O,-10,8,-1,13,-2,-4,-1,-1,0
O=C(c1ccc2c(c1)OCO2)N1CCC2(CC1)Oc1ccc(F)cc1C(=O)C21CC(c2cccnc2)=NO1 (centres undefined),8,-5,8,-5,-3,-4,4,19,13
OCCNCC(O)Cn1ccc2ccccc21 (centres undefined),-15,9,-6,1,-1,2,-1,7,1
COc1ccc(C(=O)/C=C/c2ccc(OC(=O)c3cc(OC)c(OC)c(OC)c3)cc2)cc1,3,1,0,-3,-2,2,0,10,2
Cc1cccc(OCC(O)Cn2c(NCc3cccnc3)nc3c2c(=O)[nH]c(=O)n3C)c1 (centres undefined),-9,4,3,-21,-5,-14,-6,2,2
CCCN1CCC(NC(=O)CCc2nnc(-c3ccccc3)o2)CC1,-6,6,-4,9,-9,-5,-2,2,1
CCCC(=O)Nc1cc(Cl)ccc1C,-10,6,6,-4,-2,-9,0,1,0
COc1ccccc1NC(=O)CSc1nnnn1-c1ccc(C(=O)O)cc1,3,2,4,3,-4,8,1,1,2
CCCCn1ccc(=O)c2c(C(F)(F)F)nccc21,-9,-5,-6,5,2,4,1,4,3
COCCn1cc(C(=S)N2CCOCC2)c2ccccc21,-5,6,6,-10,-7,-10,-4,14,-1
N/C(=N\OC(=O)c1cccc(Cn2cc(C(F)(F)F)ccc2=O)c1)c1ccc(Cl)cc1,-8,5,2,-4,-2,0,-1,8,1
NC(=S)C(c1ccccc1)c1ncc(C(F)(F)F)cc1Cl (centres undefined),-1,6,-5,12,-5,3,-5,0,1
CCn1cc(C(=O)NCCCOC)c(=O)c2cc(S(=O)(=O)N3CCC(C)CC3)ccc21,-8,7,-4,19,-5,0,-4,-1,1
COc1ccc(F)cc1-c1cc(NC=O)c2ncc(-c3cc(OC)c(OC)c(OC)c3)n2c1,17,-10,-15,15,14,3,4,48*,27
CN(C)c1ccc(Cc2cc3c(O)ccc(O)c3cc(Cc3ccc(N(C)C)cc3)c2=O)cc1,-17,16,10,0,1,4,6,1,0
COc1cc(NC(=O)CSc2nccc(C)n2)c(C(=O)O)cc1OC,-5,7,2,-11,-5,3,-1,14,1
COC(=O)C1=C(CSc2nc3c(cc2C#N)CN(C)CC3)OC(N)=C(C#N)C1c1ccc(F)cc1 (centres undefined),13,-7,-7,7,-4,6,1,0,2
